# Apaf-1 inh: human Apaf-1 inhibition | inhibition, % at 20 µM | actives 0.71% (n = 330,000) | O14727 | reconstituted apoptosome caspase-3 activity, DEVD-Rh110 fluorescence; active means inhibition of at least 40% at 20 µM;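 further: plate controls were DMSO wells for no effect and DEVD-CHO caspase inhibitor wells for full effect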
#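 Medium: Hepes buffer, pH 7.5 / System: biochemical Apaf-1 apoptosome reconstitution / Measured by: Rh110 fluorescence, excitation 480 nm, emission 540 nm / Times: compound with Apaf-1, dATP, procaspase-3 30 min, then 50 min reaction, room temperature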
# SENP6 block: blocks the human protease SENP6 | AID 2599 | inhibition, % at 10 µM | Q9GZR1 | Recombinant SENP6 catalytic domain, aminoluciferin luminescence | actives 1.8% (n = 330,000);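 active means inhibition above about 50% at the single tested dose, limit read from the data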;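 further: plate controls were DMSO wells with enzyme for no effect and DMSO wells lacking enzyme for full effect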
# Target sequence (Q9GZR1 628-1112 limits assumed): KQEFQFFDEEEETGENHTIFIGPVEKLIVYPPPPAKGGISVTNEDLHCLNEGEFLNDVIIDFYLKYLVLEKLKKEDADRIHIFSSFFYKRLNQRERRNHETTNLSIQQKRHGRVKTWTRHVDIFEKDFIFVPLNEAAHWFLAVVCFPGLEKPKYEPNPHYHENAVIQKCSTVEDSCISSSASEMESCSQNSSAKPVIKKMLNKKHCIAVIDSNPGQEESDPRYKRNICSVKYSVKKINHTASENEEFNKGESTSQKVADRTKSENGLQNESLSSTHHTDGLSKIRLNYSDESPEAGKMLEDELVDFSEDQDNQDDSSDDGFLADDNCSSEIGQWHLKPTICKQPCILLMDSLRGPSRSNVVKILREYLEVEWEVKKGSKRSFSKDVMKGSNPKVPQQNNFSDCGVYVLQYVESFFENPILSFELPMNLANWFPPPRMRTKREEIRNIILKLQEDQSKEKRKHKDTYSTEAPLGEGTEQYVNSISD
# SENP8 block-1: SENP8 protease inhibition. Q96LD8. purified SENP8, Z-RLRGG-aminoluciferin cleavage, luminescence. inhibition, % at 10 µM. actives 1.2% (n = 330,000). AID 2540; in the data active means inhibition above about 50%
# PfGluPho inh: PfG6PD (Plasmodium falciparum) enzyme inhibition; PfGluPho enzyme, NADPH resazurin-diaphorase fluorescence; inhibition, % at 20 µM; actives 0.78% (n = 350,000);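 active means inhibition reaching at least a set limit at 20 µM in the primary screen, cut at about 59% in these data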;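 further: 0% = DMSO wells with substrate and 100% = DMSO wells lacking glucose-6-phosphate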
# SENP8 block-2: inhibitors of human SENP8 protease; recombinant SENP8, Nedd8 substrate fluorescence; AID 602440; inhibition, % at 20 µM; actives 0.64% (n = 360,000); Q96LD8; in the data active means inhibition mostly above about 40%, no sharp cut-off; inactive means mostly below about 27%
# SENP1 inh: inhibitors of human SENP1 SUMO protease catalytic domain; Q9P0U3; recombinant SENP1 catalytic domain, CyPet-SUMO1-YPet FRET cleavage; inhibition, % at 10 µM; actives 0.21% (n = 360,000);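 active means inhibition at least 30% at 10 µM, raw YFP signal under a set limit, fluorescence ratio 0.5 to 1.5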;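 further: 0% = enzyme with DMSO and 100% = no enzyme wells; some results filed as inactive read as strong as hits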
# Target sequence (Q9P0U3 419-644 limits assumed): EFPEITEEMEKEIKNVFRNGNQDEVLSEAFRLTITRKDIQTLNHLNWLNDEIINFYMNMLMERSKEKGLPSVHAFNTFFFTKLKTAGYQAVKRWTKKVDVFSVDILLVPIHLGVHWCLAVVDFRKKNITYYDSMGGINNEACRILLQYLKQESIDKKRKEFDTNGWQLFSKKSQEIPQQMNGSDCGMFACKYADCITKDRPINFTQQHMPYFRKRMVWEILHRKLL
#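 Material: hSENP1 catalytic domain, recombinant; medium: Tris pH 8 with BME, BSA, NP40 and catalase; compound: single concentration of 10 µM compound, 0.5% DMSO final; technique: FRET read of cyan and yellow fluorescence; timing: 50 min enzyme reaction, room temperature, light-protected; reagent: SFCypet-SUMO1-SFYpet substrate at 25 nM; control set: no-enzyme low, enzyme-DMSO high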
# HKDC1 inhibitor: inhibitors of human hexokinase HKDC1. inhibition, % at 20 µM. actives 0.16% (n = 340,000). recombinant HKDC1, G6PDH/diaphorase resazurin coupled fluorescence. Q2TB90. AID 493160;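 active means inhibition above about 35% when tested at 20 µM, limit read from the data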;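 further: plate controls were DMSO wells with enzyme for no effect and DMSO wells lacking enzyme for full effect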
#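 Material: recombinant HKDC1 hexokinase; Amount: HKDC1 at 5 µg/mL; Medium: Tris pH 8.0 buffer with MgCl2, Tween-20, BSA, BME; Schedule: 90 min reaction incubation at room temperature, dark; Technique: coupled resazurin fluorescence, excitation 525 nm, emission 613 nm.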
# SENP7 inh: blocks the human protease SENP7 | recombinant SENP7, Z-RLRGG-aminoluciferin luminescence, 40 min | inhibition, % at 5 µM | actives 1.5% (n = 330,000) | AID 434973;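 active means inhibition above about 50% at the single test dose, limit read from the data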;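 further: plate controls were DMSO with enzyme for no effect and no enzyme buffer wells for full effect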
# Target sequence (Q9BQF6 706-1050 limits assumed): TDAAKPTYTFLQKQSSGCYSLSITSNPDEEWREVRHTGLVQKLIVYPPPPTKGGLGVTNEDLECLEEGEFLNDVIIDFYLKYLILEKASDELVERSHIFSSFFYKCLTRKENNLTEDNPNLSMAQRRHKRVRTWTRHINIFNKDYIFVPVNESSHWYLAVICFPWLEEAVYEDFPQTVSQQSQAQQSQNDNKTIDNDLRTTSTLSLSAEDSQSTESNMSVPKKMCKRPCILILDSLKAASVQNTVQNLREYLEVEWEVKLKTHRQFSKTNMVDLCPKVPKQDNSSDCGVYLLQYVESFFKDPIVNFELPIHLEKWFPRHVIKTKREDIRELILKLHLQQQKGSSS
# Active calls of the source: *; . = not tested or not shown.
SMILES,Apaf-1 inh,SENP6 block,SENP8 block-1,PfGluPho inh,SENP8 block-2,SENP1 inh,HKDC1 inhibitor,SENP7 inh
Cc1nn(Cc2ccc(Cl)cc2Cl)c(Cl)c1/C=N/NC(=O)CNc1cccc(C(F)(F)F)c1,5,-9,5,.,.,.,.,0
C/C=C\C(=O)Nc1cccc(C2=NOC3(C2)C[C@@H](C(N)=O)N(C(=O)c2ccc(Cl)cc2)C3)c1 (stereo partly drawn),-5,7,3,0,6,1,-3,-3
O=C(O)CC(C(=O)O)n1nc(-c2ccccc2)cc1-c1ccccc1 (stereo not drawn),5,11,-5,-9,31,1,1,5
CCOC(=O)c1sc(NC(=S)NC(=O)C2CC2)cc1C,8,-27,-12,-2,11,2,-6,-2
CNC(=O)[C@H]1O[C@@H](n2cnc3c(NCc4cccc(I)c4)ncnc32)[C@H](O)[C@@H]1O,14,-10,-3,5,8,0,0,-12
CC1Cc2ccccc2N1C(=O)c1cc2cccnc2n(C)c1=O (stereo not drawn),-2,6,-1,3,4,1,3,6
Cc1ccc(-c2cc(Cc3ccc(F)cc3)c(=O)[nH]n2)cc1,10,-33,-11,-3,-8,-3,6,-7
OCC[C@@H]1C[C@H](O)[C@@H](O)[C@]2(CCc3ccccc3O2)O1,2,-4,6,-6,18,3,-7,3
CCOc1ccccc1/C=N/Nc1cc(C)nc2ccc(C)cc12,14,-2,-12,18,-437,2,-1,11
COC(=O)c1c(NC(=O)CN2CCN(c3ccccc3OC)CC2)c2c(C)cccc2n1C,9,-12,-3,.,.,.,.,-6
COc1ccc(S(=O)(=O)NC(C(=O)NCCc2ccccn2)C(C)C)cc1 (stereo not drawn),-8,13,11,-7,7,0,-5,2
CN1CCN(C(=O)/C(=C/c2ccccc2)c2ccccc2)CC1,-10,14,3,-2,12,1,-10,4
CCCCCn1c(SCC(=O)OCC)nc2cc(C(=O)NCc3ccco3)ccc2c1=O,-2,3,-1,5,7,1,-4,4
CCCOc1ccc(N2C(=O)C/C(=C\c3ccccc3)C2=O)cc1,7,3,-4,-13,-45,2,-4,-7
CCOc1ccccc1N1CC(C(=O)Nc2ccccc2N2CCOCC2)CC1=O (stereo not drawn),9,13,-5,-4,15,-2,2,-4
CCOc1cccc(OCCCOc2cccc3cccnc23)c1,6,-1,-6,23,-78,2,-3,-1
COc1ccc(CCNC(=O)c2ccc(=O)[nH]c2)cc1OC,1,0,7,-9,7,-1,-2,4
CCOC(=O)C1=C(C)NC(=O)NC1c1ccc(-c2ccccc2F)o1 (stereo not drawn),6,-1,-2,-4,-33,-46,1,1
COCCNC(=O)C(c1ccc(C)cc1)N(C(=O)CCC(=O)Nc1ccccn1)C1CCCCC1 (stereo not drawn),-3,4,4,-13,1,4,2,-6
COCCN1Cc2cccc(C(=O)NCc3ccccn3)c2C1=O,-6,-4,9,-6,0,2,-4,3
CC1=C(C)CC(C(=O)NNC(=O)c2ccccc2O)C(C(=O)O)C1 (stereo not drawn),-4,-8,-4,-30,-252,0,-9,-1
COC(=O)c1c(-c2ccc(OC)cc2)oc2ccc(-c3ccc(OC)nc3)cc12,10,-13,-5,2,-475,2,-5,-4
CCC1(c2ccccc2)NC(=O)N(CC(=O)Nc2cc(Cl)ccc2N2CCN(C)CC2)C1=O (stereo not drawn),58*,-17,4,-6,11,3,1,-4
CCNC(=S)N1CCN(CC)CC1,-4,-6,-7,-8,21,1,-5,2
O=C(O)c1ccc(COc2ccc3c(c2)CCC3)cc1,-1,95*,84*,-35,10,-1,-3,51*

# Retrieved one by one from the entries so far (four):
SMILES,Apaf-1 inh,SENP6 block,SENP8 block-1,PfGluPho inh,SENP8 block-2,SENP1 inh,HKDC1 inhibitor,SENP7 inh
COc1ccc(S(=O)(=O)NC(C(=O)NCCc2ccccn2)C(C)C)cc1 (stereo not drawn),-8,13,11,-7,7,0,-5,2
C/C=C\C(=O)Nc1cccc(C2=NOC3(C2)C[C@@H](C(N)=O)N(C(=O)c2ccc(Cl)cc2)C3)c1 (stereo partly drawn),-5,7,3,0,6,1,-3,-3
O=C(O)c1ccc(COc2ccc3c(c2)CCC3)cc1,-1,95*,84*,-35,10,-1,-3,51*
CNC(=O)[C@H]1O[C@@H](n2cnc3c(NCc4cccc(I)c4)ncnc32)[C@H](O)[C@@H]1O,14,-10,-3,5,8,0,0,-12

# Additional records follow.
SMILES,Apaf-1 inh,SENP6 block,SENP8 block-1,PfGluPho inh,SENP8 block-2,SENP1 inh,HKDC1 inhibitor,SENP7 inh
Cc1cc(C)cc(N(C(C)C(=O)NCc2ccc3c(c2)OCO3)S(C)(=O)=O)c1 (stereo not drawn),-4,-8,1,9,0,1,-8,5
O=C(CNCC1CCCO1)NCc1ccco1 (stereo not drawn),-2,-8,-5,-15,-9,-4,11,-1
CSc1ccc(Cl)c(C(=O)OCC(=O)N2CC(C)OC(C)C2)c1 (stereo not drawn),-4,5,-13,-12,-37,1,-2,-3
CC(C)C(=O)NC(=S)Nc1sc2c(c1C(N)=O)CCCC2,7,17,-1,39,23,-4,3,4
CC(=O)Nc1ccc(NC(=O)c2ccc(Cl)nc2)cc1,10,-13,-3,-9,12,3,-5,-10
COc1ccc(F)cc1S(=O)(=O)NC(Cc1ccccc1)C(N)=O (stereo not drawn),2,-3,-9,10,-2,4,3,-4
Cc1sc(NC(=O)c2ccccc2)c(C(c2ccc(Cl)cc2)N2CCN(CCO)CC2)c1C (stereo not drawn),21,3,-5,5,-72,-1,-1,3
Cc1cc2c(=O)n(C)c(SCC(=O)Nc3ccccc3C)nc2s1,7,-1,-13,-9,10,0,1,-13
COc1ccc2nc3cc(Cl)ccc3c(C#N)c2c1,0,17,5,3,-420,-48,-1,5
CSc1nc(Oc2ccc(=O)n(C)n2)nc(N(C)C)n1,0,-9,-1,-12,14,0,-1,2
CCc1cccc(NC(=O)CCCN2C(=O)NC(C)(C)C2=O)c1,-10,3,10,10,1,1,-6,-9
CC1CCCC(NC(=O)CSc2nncs2)C1C (stereo not drawn),-4,-16,-1,0,2,1,-2,5
CC(=O)OCc1c(COC(C)=O)[n+](=O)c2ccccc2n1[O-],4,-10,-11,-8,29,2,5,-14
CN(CC(=O)Nc1ccc(F)cc1)C(=O)COC(=O)c1ccccc1,3,-3,12,-13,14,0,2,-6
CC(NC(=O)C(C)N1c2cccc3cccc(c23)S1(=O)=O)c1ccccc1 (stereo not drawn),20,-26,-3,-4,-296,-1,8,-13
NC(=O)C1(C(N)=O)OC1c1ccccc1 (stereo not drawn),-8,-9,0,-11,12,1,-5,0
COc1ccc(CCNC(=S)NC(=O)c2ccc(Br)cc2)cc1OC,13,-1,-1,-5,5,1,-6,10
CCCN1CCN(C(=O)c2ccccc2-c2nc3ccccc3s2)CC1,10,0,-2,2,-4,0,-3,-7
COc1ccc(C(C)=O)cc1CN1C(=O)NC2(CCCCC2C)C1=O (stereo not drawn),2,-10,1,-4,15,1,-7,2
C/C(=N\Nc1nc(C)cc(-c2ccccc2)n1)c1cccc(N)c1,8,-2,-12,35,18,0,-6,3
Cc1ccc(-c2cc(C(=O)NCc3ccccn3)no2)cc1,-9,-9,-7,-4,10,3,1,3
CCCCCc1nc2sc3c(c2c(=O)n1NC(=O)c1ccc([N+](=O)[O-])cc1)CC(C)(C)OC3,28,-15,2,-20,7,4,-2,-6
CCOc1cc(/C=N/n2cnnc2)ccc1OS(=O)(=O)c1ccc(C)cc1,-10,-1,-2,10,5,-1,-5,6
CCOC(=O)c1cnc2ccc(OC)cc2c1NCCc1ccc(OC)c(OC)c1,20,-26,-9,21,-343,-1,20,1
O=C(CCn1c(=S)[nH]c2ccccc2c1=O)NCCCN1CCCC1=O,6,-6,7,2,8,1,6,8
# Later entries
SMILES,Apaf-1 inh,SENP6 block,SENP8 block-1,PfGluPho inh,SENP8 block-2,SENP1 inh,HKDC1 inhibitor,SENP7 inh
COc1ccc(N=Nc2c(C)n[nH]c2C)cc1,11,-11,-6,-2,26,1,-4,-4
CC(C)CN(C(=O)COC(=O)c1cccn1C)c1c(N)n(Cc2ccccc2)c(=O)[nH]c1=O,12,-12,-2,7,-23,-19,-3,-6
Cc1ccc(O)c(-c2cc(C(F)(F)C(F)F)[nH]n2)c1,1,2,-12,3,-11,2,-3,1
O=C(Cc1nc2ccccc2[nH]c1=O)c1ccc(Cl)cc1,1,50*,21,4,-286,-35,-11,16
NC(=O)c1ccc(NC(=O)C2CCCO2)cc1 (stereo not drawn),4,-23,-1,10,18,-1,-5,8
O=C(O)COc1ccccc1/C=N/NC(=O)c1cccc(S(=O)(=O)N2CCOCC2)c1,-8,15,-10,0,-9,0,1,-3
C=CCn1cnc2c(sc3nc(C)cc(C)c32)c1=O,-3,-9,0,12,5,-2,4,-2
O=C(Nc1ccccn1)c1ccc(S(=O)(=O)N2CCCCCC2)cc1,8,20,-13,-10,9,-1,-5,12
O=c1cc(/C=C/c2cccs2)[nH]c2ccccc12,-19,-7,-1,16,-41,-2,-7,4
CCCCCCCC(=O)OCC(COC(=O)CCCCCCC)OC(=O)CCCCCCC,1,-17,10,3,8,-2,1,2
CCOC(=O)C(CCCOc1ccccc1C)C(=O)OCC,12,-10,-13,-5,11,-2,-6,-2
COc1ccc(CNC(=O)Nc2ccc3c(c2)N(C)C(=O)CS3)cc1,2,5,-4,-5,14,5,-1,8
O=C(NCCN1CCCCC1)Nc1ccc([N+](=O)[O-])cc1,-4,-22,-3,-4,12,1,-6,-5
c1ccc(Cc2nn[nH]n2)cc1,-9,-13,3,-8,7,1,-4,0
C[C@@H](NCCCn1ccc(NC(=O)OCc2ccccc2)nc1=O)c1cccc2ccccc12,.,.,.,-14,11,0,-2,.
COC(=O)C1=C(C)NC(C)=C(C(=O)OC)C1C(=O)OCc1nnc(-c2ccccc2)o1,-11,-14,-2,31,-357,-6,0,0
CCC(C)Cn1cnc2c(SCc3ccccn3)nc(N)nc21 (stereo not drawn),.,.,.,10,-10,1,-6,.
CCOC(=O)COc1c(/C=N\OC)cc(Cl)cc1OC,-3,2,-5,-6,-8,-2,-6,18
CN1CCc2c(sc(/N=C/c3cc(C(C)(C)C)ccc3O)c2C#N)C1,10,-18,-6,14,-26,-16,-1,-4
O=C(COC(=O)/C=C/c1cccc(F)c1)NC1CC1,-11,-6,11,3,7,2,-1,4
Cc1ccc(C(=O)NNC2=NCCC2)cc1,-11,-3,0,-7,21,1,-9,7
O=C(NCc1ccc(Cl)cc1)C(=O)NCC1OCCN1C(=O)c1ccc(Cl)cc1 (stereo not drawn),0,-3,-7,6,4,0,-4,11
COc1ccc(C=CC(O)CCN2CCC3CCC(C3)C2)cc1 (stereo not drawn),.,.,.,3,3,-1,-8,.
CCCc1nc2ccccc2c(NC(=O)CN(CC)CC)c1CC,0,3,7,-1,8,0,-11,-11
Cc1ccnc(N2CCC(C(=O)Nc3ccc4c(c3)CCC4)CC2)n1,1,-14,-4,-6,-41,-3,-5,-3
C=CCNC(=O)C1CCN(c2c([N+](=O)[O-])cc(C(F)(F)F)cc2[N+](=O)[O-])CC1,-6,-8,3,-7,24,3,-5,3
COc1ccc(NC(=O)COC(=O)c2ccc(S(=O)(=O)N3CCCCCC3)cc2)c(OC)c1,7,-12,4,7,15,0,-7,9

# Only SENP8 block-2, for some of the entries so far:
smiles,SENP8 block-2
NC(=O)c1ccc(NC(=O)C2CCCO2)cc1 (stereo not drawn),18
O=C(O)COc1ccccc1/C=N/NC(=O)c1cccc(S(=O)(=O)N2CCOCC2)c1,-9
C=CCn1cnc2c(sc3nc(C)cc(C)c32)c1=O,5
O=C(Nc1ccccn1)c1ccc(S(=O)(=O)N2CCCCCC2)cc1,9
